L3MBTL1 inh – blocks human L3MBTL1; Q9Y468; AlphaScreen L3MBTL1–H3K9me1 peptide binding; Potency, µM (doses to about 57.1 µM), inactives show at the top dose activity, negative = inhibition, hits mostly inhibitors; hit rate 0.66% among 230,000; AID 485360; active means well fitted inhibition curve with a large enough effect; inconclusive means small, poorly fitted or top-dose-only effect; inactive means no such curve, though single readings can be large or run the other way; further: nearly all actives have a fitted effect of over 60% in size
Target sequence (Q9Y468 whole entry, looked up): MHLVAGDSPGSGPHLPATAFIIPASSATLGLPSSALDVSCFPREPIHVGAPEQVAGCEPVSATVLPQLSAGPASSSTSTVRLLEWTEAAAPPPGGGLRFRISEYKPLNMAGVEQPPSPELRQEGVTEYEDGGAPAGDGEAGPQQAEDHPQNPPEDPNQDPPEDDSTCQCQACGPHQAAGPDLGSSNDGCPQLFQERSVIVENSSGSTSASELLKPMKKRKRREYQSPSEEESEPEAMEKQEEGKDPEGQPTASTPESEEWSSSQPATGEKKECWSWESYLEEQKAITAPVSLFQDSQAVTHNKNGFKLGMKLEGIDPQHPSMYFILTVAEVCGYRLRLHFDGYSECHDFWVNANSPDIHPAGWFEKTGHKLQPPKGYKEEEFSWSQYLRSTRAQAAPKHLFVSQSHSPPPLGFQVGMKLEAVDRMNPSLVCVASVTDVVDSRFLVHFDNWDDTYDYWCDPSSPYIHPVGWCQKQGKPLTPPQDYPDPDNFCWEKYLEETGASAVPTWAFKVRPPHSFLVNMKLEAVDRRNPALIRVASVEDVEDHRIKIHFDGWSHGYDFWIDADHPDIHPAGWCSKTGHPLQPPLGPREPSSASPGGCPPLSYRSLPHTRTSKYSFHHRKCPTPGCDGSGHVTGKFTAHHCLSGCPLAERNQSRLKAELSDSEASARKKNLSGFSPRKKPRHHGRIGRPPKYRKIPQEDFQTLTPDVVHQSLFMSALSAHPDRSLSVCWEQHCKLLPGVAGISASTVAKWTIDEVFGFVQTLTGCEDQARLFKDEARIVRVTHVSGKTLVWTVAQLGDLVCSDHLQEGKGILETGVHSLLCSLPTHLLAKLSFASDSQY
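L3MBTL1 50 nM + b-AHA-H3(1-15)K9me1 75 nM, 30 min RT; compound added, 30 min RT; streptavidin donor/Ni-chelate acceptor beads 10 ug/mL each final, 30 min RT dark; AlphaScreen read.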
Starred values were filed as active, the others as inactive; ? = inconclusive; [ ] = another dose, or the depositor's remark. On the % scale 0 is the no-effect control and ±100 the full control effect; potency means the concentration at half of the fitted maximal effect.

SMILES	L3MBTL1 inh
CC(Oc1ccc(C(=O)c2ccc(F)cc2)cc1)C(=O)N1CCOCC1 (stereo not drawn)	-2.5%
CC[C@]12c3[nH]c4cc(-c5ccco5)ccc4c3CCN1C(=O)[C@@H](CC(=O)NCCC1=CCCCC1)C[C@@H]2C(=O)N1CCN(C(=O)C2CC2)CC1	?
COc1ccc(S(=O)(=O)N2CCN(c3ncccn3)CC2)cc1OC	-2.5%[2.29 µM]
O=C(CSc1nc(=O)n(CCCN2CCOCC2)c2c1CCCC2)Nc1ccc(F)cc1	0.1%
Cc1cc(C(=O)Nn2cnnc2)ccc1[N+](=O)[O-]	6.5%
CC[C@@H](C)[C@@H]1CN([C@@H](C)CN2CCC[C@H]2CN2C(N)=NC[C@H]2C(C)C)C(=N)N1CCc1ccc(Cl)c(Cl)c1	-6.9%
COc1ccccc1C(=O)NCCC(=O)NNC(=O)C1COc2ccccc2O1 (stereo not drawn)	-1.8%
O=C(NCCc1ccccc1)c1cc([N+](=O)[O-])ccc1N1CCOCC1	4.8%
Cc1csc(SCC(=O)NC(C)C2CC3CCC2C3)n1 (stereo not drawn)	-0.3%
O=C(NCCCN1CCOCC1)c1ccc(Cl)cc1Cl	0.3%
OCCC1CN(C2CCC2)CCN1Cc1ccc(F)c(F)c1 (stereo not drawn)	-2.5%
CCN(c1ccc(NC(=O)COC(=O)c2ccc([N+](=O)[O-])o2)cc1)C(C)C	-6.4%
O=C(COC(=O)/C=C/c1cccc(Br)c1)NCc1ccco1	-10.0%
CCN1CCN(c2ccc(S(=O)(=O)N3CCCCC3)cc2NC(=O)/C=C/c2ccc(F)cc2)CC1	-9.0%
O=C(Nc1ccc(S(=O)(=O)N2CCCC2)cc1)c1cccnc1Cl	1.8%
COc1cc(C(=O)COC(=O)c2ccc([N+](=O)[O-])o2)cc(OC)c1OC	-0.2%
COc1ccc([C@H]2C(C(=O)O)=C[C@@H](C(C)(C)C)N2S(=O)(=O)c2ccccc2)cc1	1.1%
COc1ccc(C(=O)NNC(=S)NC(=O)c2ccc(OC)cc2)cc1	3.5%
Cc1ccc(C)c(S(=O)(=O)N(C)C2(C)CCS(=O)(=O)C2)c1 (stereo not drawn)	7.3%
O=C(COC(=O)CCc1nc2ccccc2c(=O)[nH]1)Nc1ccccc1	-7.8%
O=C(COC(=O)/C=C/c1ccc2c(c1)OCO2)NCc1ccccc1	-1.3%
CCc1ccc(C(=O)NNC(=O)c2c(CC)noc2C)cc1	2.0%
CCCn1c(COc2ccccc2)nc2ccccc21	3.5%
CCC1CCc2sc(C(=O)NCC(c3ccccc3OC)N3CCCC3)cc2C1 (stereo not drawn)	-9.1%
Cc1ccc(N2C(=O)N(CC(=O)Nc3ccc(F)c(F)c3)C(=O)C2C)cc1 (stereo not drawn)	11.4%
C=CCCN(Cc1ccccc1)S(=O)(=O)c1cc(Br)ccc1Br	54.7%[activator]
CC1CCCCN1C(=O)COC(=O)C1CCN(S(=O)(=O)c2ccc3c(c2)OCCO3)CC1 (stereo not drawn)	-2.8%
COc1ccc(NC(=O)CN(C)C(=O)Cc2n[nH]c(=O)c3ccccc23)cc1	4.7%
CCN1CCN(Cc2c3ccccc3cc3ccccc23)CC1	-8.7%
CSc1ccc(S(=O)(=O)NCC(=O)OCC(=O)N2CCCC2=O)cc1[N+](=O)[O-]	-3.4%
CC(C)(C)OC(=O)C[C@@H]1C/C=C\C[C@@H](CC(=O)NCCO)C(=O)N2CCC[C@H]2COC1=O	6.7%
CC(C)c1ccccc1NC(=O)C1C2C=CC(C2)C1C(=O)O (stereo not drawn)	-1.7%
NC(=O)c1cc[n+](Cc2ccccc2Cl)cc1	-0.9%[2.29 µM]
CC(C)C(=O)C1=Cc2cccc([N+](=O)[O-])c2OC1N1CCOCC1 (stereo not drawn)	-8.0%
Cc1ccc(CN(C)C(=O)c2cccc(S(=O)(=O)N3CCc4ccccc43)c2)cc1	-1.1%
COc1ccccc1OCC(=O)NNC(=O)CCCC(=O)NNC(=O)COc1ccccc1OC	-1.0%
CN(C)S(=O)(=O)c1cc(NC(=O)C2=COCCO2)ccc1Cl	-3.8%
NC(=O)c1ccsc1NC(=O)COC(=O)c1cnccn1	-10.9%
O=c1c2c([N+](=O)[O-])cc([N+](=O)[O-])cc2nc2ccccn12	-7.0%
COc1ccccc1-n1c(SCC(=O)Nc2cccc(C(=O)O)c2)nnc1-c1ccccc1O	3.2%
Cc1cccc(C)c1OCC(=O)NNC(=O)CCNC(=O)c1ccco1	-0.1%
O=C1[C@H]2[C@@H](c3ccc(F)cc3)N3C(=O)N(c4cccc(Cl)c4)C(=O)[C@@]3(Cc3ccc(Cl)cc3)[C@H]2C(=O)N1C1CCCCC1	-7.1%
O=C(Cn1cnc2c(NCc3ccccc3)ncnc21)NCCc1cc2ccccc2[nH]1	-0.8%
Cc1ccc(S(=O)(=O)Nc2c(C)n(C)n(-c3ccccc3)c2=O)cc1C(=O)NCc1ccccc1	-2.9%
Cc1cc(NC(=O)CON=C(N)CC(=O)Nc2ccccc2Cl)ccc1Br	-2.1%
CCNC(=O)C(=O)NCCC1CCCCN1S(=O)(=O)c1cccs1 (stereo not drawn)	-2.2%
COC(=O)N1c2ccccc2C=Cc2ccccc21	2.6%
Cc1c(Cc2ccccc2)c(=O)oc2cc(OCC(=O)N[C@@H](Cc3ccccc3)C(=O)O)ccc12	11.7%
Cc1cccc(C(=O)O[C@@H]2[C@H](Cc3ccccc3)NS(=O)(=O)[C@H]3C[C@@H]4C=C[C@]23O4)c1	-1.3%
Cc1ccc(Cc2nnc(SCC(=O)Nc3ccc(C)cc3C)[nH]c2=O)cc1	9.5%
O=C(Cc1cccs1)N1CCN(S(=O)(=O)c2ccc(F)c(F)c2)CC1	1.1%
Cc1cccnc1NC(=O)CNC(=O)C1CCCCC1	2.2%
Cc1ccc(N(CCC#N)C(=O)COC(=O)c2ccccc2SCC(=O)N2CCCC2)cc1	35.5%[activator]
CC[C@]12c3[nH]c4ccc(OC)cc4c3CCN1C(=O)C(CC(=O)NCCCN(C)C)C[C@@H]2C(=O)N1CCN(C(=O)c2ccco2)CC1 (stereo partly drawn)	-1.7%
COc1ccc(NS(=O)(=O)c2ccc(C)c(C(=O)N3CC(C)OC(C)C3)c2)cc1 (stereo not drawn)	-2.6%
Cc1ccc(Nc2nc(-c3cccnc3)cs2)cc1Cl	-0.7%
C[C@H](CO)N1C[C@H](C)[C@@H](CN(C)S(=O)(=O)c2ccc(F)cc2)Oc2c(NC(=O)NC3CCCCC3)cccc2C1=O	1.7%
COc1ccc(C(CNC(=O)COc2ccc(F)cc2Cl)N2CCOCC2)cc1 (stereo not drawn)	-7.5%
O=[N+]([O-])c1ccc(OCn2cncn2)cc1	1.1%
CCCNC(=O)C1CN(S(=O)(=O)c2ccc(Cl)s2)c2ccccc2O1 (stereo not drawn)	7.0%

3 compounds picked at random from those above, as already listed:
SMILES	L3MBTL1 inh
O=c1c2c([N+](=O)[O-])cc([N+](=O)[O-])cc2nc2ccccn12	-7.0%
CC[C@@H](C)[C@@H]1CN([C@@H](C)CN2CCC[C@H]2CN2C(N)=NC[C@H]2C(C)C)C(=N)N1CCc1ccc(Cl)c(Cl)c1	-6.9%
O=C(COC(=O)/C=C/c1cccc(Br)c1)NCc1ccco1	-10.0%

New compounds follow
SMILES	L3MBTL1 inh
Cc1ccc(-c2csc(NCCn3c(C(F)(F)F)nc4ccccc43)n2)cc1	-7.1%
CCOc1ccc(C(=O)N[C@H](C(=O)NNC(=O)c2cccs2)C(C)C)cc1	6.7%
CC(OC(=O)c1ccc(O)cc1)C(=O)Nc1ccc(Oc2ccccc2)cc1 (stereo not drawn)	-5.6%
CC(=O)Nc1ccc(NC(=O)C(=O)NCC(c2ccco2)N2CCc3ccccc32)cc1 (stereo not drawn)	1.8%
CCSc1nsc(NC(=O)Nc2ccccc2F)n1	0.2%
COc1ccc(NC(=O)c2cc(C(=O)Nc3ccc(OC)cc3OC)cc([N+](=O)[O-])c2)c(OC)c1	46.7%[activator]
CCc1ccccc1NC(=O)C1CCCN(c2nn3c(=O)cc(C)nc3s2)C1 (stereo not drawn)	0.9%
C[C@H]1CNC(=O)C(=O)N1C[C@H](Cc1ccc(O)cc1)NC(=O)CC12CC3CC(CC(C3)C1)C2	?
Cc1cc(C)cc(C(=O)OCC(=O)NC(=O)NC2CCCC2)c1	-7.3%
COc1ccc(NC(=O)COC(=O)CN2C(=O)C3CCCCC3C2=O)cc1OC (stereo not drawn)	5.3%
COc1ccccc1NC(=O)CSc1nc(=O)n(Cc2ccncc2)c2c1CCCC2	5.4%
Cc1ccnc2nc(C(=O)OCC(=O)N(CC(C)C)C3CCS(=O)(=O)C3)nn12 (stereo not drawn)	4.8%
CN(C(=O)c1ccc(S(=O)(=O)N2CCOCC2)cc1)C1CCS(=O)(=O)C1 (stereo not drawn)	-3.7%
Cc1nc2ccc([N+](=O)[O-])cc2c(=O)n1Cc1ccc(Br)cc1	-1.6%
CN(C(=O)COC(=O)c1ccccc1C(=O)c1ccccc1)c1ccccc1	3.8%
CCOC(=O)c1ccc(NC(=O)c2nc[nH]c2C(=O)NCCCCNC(=O)c2[nH]cnc2C(=O)Nc2ccc(C(=O)OCC)cc2)cc1	5.9%
COc1ccccc1NC(=O)c1ccccc1C(=O)N(C)Cc1ccccc1	-10.3%
CC12CCC(=O)N1C(C(=O)Nc1ccc(F)c(F)c1F)CS2 (stereo not drawn)	-7.0%
Cc1ccc(N(Cc2ccccc2)C(=O)c2cccc(S(=O)(=O)N3CCOCC3)c2)cc1	-4.2%
CCN(CC(=O)Nc1c(F)cccc1F)C(=O)c1cc(C)oc1C	0.3%
COc1cc2ccccc2cc1C(=O)OCC(=O)N(CC(C)C)c1c(N)n(Cc2ccccc2)c(=O)[nH]c1=O	1.6%
CNC(=O)c1c(NC(=O)C2=COCCO2)sc2c1CCN(C(=O)OC)C2	-0.8%
O=C(COC(=O)CCN1C(=O)C2CC=CCC2C1=O)Nc1ccc(Cl)cc1F (stereo not drawn)	-0.1%
CN1CCN(c2ccc(NC(=O)c3ccc(-c4ccccc4F)o3)cc2)CC1	-2.3%
Cc1cccnc1NC(=O)CNC(=O)c1ccccc1	1.3%
Cc1ccc(N2CC(C(=O)OCC(=O)NNC(=O)c3ccccc3)CC2=O)cc1 (stereo not drawn)	-0.2%
COC(=O)c1ccc(CNC(=O)Cn2cnc3c(OCc4ccccc4)ncnc32)cc1	5.6%
CN(CC(=O)Nc1ccc(N2CCOCC2)cc1)C(=O)CCc1ccccc1Cl	-7.5%
CCOc1cc(-c2sc(Nc3ccccc3)n[n+]2-c2ccc(F)cc2)ccc1OC	3.1%
Cc1cc(=O)[nH]c(SCC(=O)Nc2cccc(S(=O)(=O)N3CCOCC3)c2)n1	3.2%
CCN1CCN(Cc2ccc(C(=O)Nc3ccc(C)c(NCc4cnc(NC(=O)OC)cn4)c3)cc2C(F)(F)F)CC1	-0.2%
Cc1ccc(CC2C(=O)N(c3ccccc3)C(=O)C2C)cc1 (stereo not drawn)	-1.9%
CC1CCN(C(=O)CSc2nnc3ccccn23)CC1	4.1%
CCCN(C(=O)COC(=O)Cn1c(=O)oc2ccccc21)c1c(N)n(Cc2ccccc2)c(=O)[nH]c1=O	-0.1%
CC(NC(=O)COC(=O)C1CC1C)c1ccccc1 (stereo not drawn)	0.0%
CCOC(=O)CN(C)Cc1cn[nH]c1-c1ccc2cc(OC)ccc2c1	-5.0%
CSc1ncccc1C(=O)OCC(=O)c1cc(C)n(C)c1C	-12.9%
O=C(Nc1cccc(S(=O)(=O)N2CCOCC2)c1)c1ccccc1[N+](=O)[O-]	3.3%
CC1(C)Cc2cccc(OCC(=O)NCc3ccccc3F)c2O1	1.0%
CN(Cc1ccccc1)CC(O)COc1ccc(CNCc2cc3ccccc3s2)cc1 (stereo not drawn)	-2.1%

Ordered by value in L3MBTL1 inh (rising): 6 from the list above
SMILES	L3MBTL1 inh
CN(CC(=O)Nc1ccc(N2CCOCC2)cc1)C(=O)CCc1ccccc1Cl	-7.5%
Cc1ccc(N2CC(C(=O)OCC(=O)NNC(=O)c3ccccc3)CC2=O)cc1 (stereo not drawn)	-0.2%
O=C(COC(=O)CCN1C(=O)C2CC=CCC2C1=O)Nc1ccc(Cl)cc1F (stereo not drawn)	-0.1%
CCOc1cc(-c2sc(Nc3ccccc3)n[n+]2-c2ccc(F)cc2)ccc1OC	3.1%
Cc1cc(=O)[nH]c(SCC(=O)Nc2cccc(S(=O)(=O)N3CCOCC3)c2)n1	3.2%
CC1CCN(C(=O)CSc2nnc3ccccn23)CC1	4.1%

(more compounds)
SMILES	L3MBTL1 inh
CCN(CC)C(=O)c1nc[nH]c1C(=O)N1CCC(C)CC1	-2.4%
CN(C(=O)c1ccc(NC(=O)Cc2cccc(NC(=O)C3CCN(C(=O)CCc4ccccc4)CC3)c2)cc1)C1CCCC1	-1.5%
Cc1sc2ncnc(N3CCN(S(=O)(=O)c4ccc(C(C)(C)C)cc4)CC3)c2c1C	5.8%
CCOc1ccc(S(=O)(=O)NCCC(=O)NC2CCCCC2)cc1	0.3%
O=[N+]([O-])c1cncc([N+](=O)[O-])c1Nc1cccc(O)c1	3.6%
O=C(COC(=O)c1cc(Cl)ccc1O)NNC(=O)c1ccccc1F	4.3%
COc1ccc(C(C)NC(=O)C23CC4CC(CC(C4)C2)C3)cc1 (stereo not drawn)	3.4%
COc1cc2cnc(-c3ccccc3)c(-c3ccc([N+](=O)[O-])cc3)c2cc1OC	-1.1%
COC(=O)C1=CO[C@@H](O[C@@H]2O[C@H](CO)[C@@H](O)[C@H](O)[C@H]2O)C2C1CC(O)O[C@H]2C (stereo partly drawn)	1.2%
COc1ccc(-c2oc3ccc(-c4ccc(OC)nc4)cc3c2C#CC2(O)CCCCC2)cc1	-5.9%
COc1ccc(C(=O)NCC(c2ccc3c(c2)OCO3)N2CCN(c3ccc(OC)cc3)CC2)cc1 (stereo not drawn)	-3.3%

Compound activity: PubChem BioAssay, National Center for Advancing Translational Sciences (NCATS)

A portion of the library; count on the stated rates, not on these rows.
